PTHR1 agonist – agonists of human PTHR1 parathyroid hormone receptor | AID 743266 | 410,000 tested, 0.075% active | HEK293 GP2 PTHR1 cells, GloSensor cAMP luminescence, 1 h | Potency, µM (series often up to 115 µM), for inactives: at the top dose activation, hits mostly activators | Q03431; note: potency is the fitted concentration of half-maximal effect; nearly all actives have a fitted effect of over 55% in size; some results filed as inactive show a strong effect at the top dose; inactives centre near -15; many of its hits are not listed in these tables
Target sequence (Q03431 whole entry, looked up): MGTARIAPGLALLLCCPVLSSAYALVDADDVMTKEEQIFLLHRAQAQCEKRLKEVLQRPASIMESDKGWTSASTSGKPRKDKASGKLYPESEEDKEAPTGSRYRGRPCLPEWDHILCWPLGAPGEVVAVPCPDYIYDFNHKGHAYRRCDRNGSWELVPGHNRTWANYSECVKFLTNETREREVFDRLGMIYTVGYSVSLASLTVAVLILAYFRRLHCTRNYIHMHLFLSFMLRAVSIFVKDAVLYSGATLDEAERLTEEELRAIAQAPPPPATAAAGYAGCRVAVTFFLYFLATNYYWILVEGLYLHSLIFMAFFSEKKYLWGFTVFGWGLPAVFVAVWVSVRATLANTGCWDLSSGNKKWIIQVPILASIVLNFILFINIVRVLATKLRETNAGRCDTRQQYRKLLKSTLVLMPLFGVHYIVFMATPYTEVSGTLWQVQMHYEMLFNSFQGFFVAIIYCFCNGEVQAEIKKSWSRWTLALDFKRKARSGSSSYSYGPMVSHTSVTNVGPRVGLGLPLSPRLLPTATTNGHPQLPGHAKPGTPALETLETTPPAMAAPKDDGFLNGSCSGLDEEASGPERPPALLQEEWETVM
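HEK-293-derived GP2 cells expressing PTHR1 and a GloSensor cAMP reporter, 3,000/well, plated overnight, given luciferin plus IBMX (each 0.5 mM as added) for 1 h at 37 °C, then compound for 1 h at 37 °C. Luminescence was read after 15 min at room temperature.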
pAkt inh – inhibitors of Akt phosphorylation | Neuro2A IGF-stimulated pAkt S473 HTRF, 20 min; hits give low values | activity change, % for hits at 50 µM | 360,000 tested, 0.32% active; in the data active = activity change below about -80%; inconclusive = mostly about -51% to -80%; note: % is set by controls: 0 for no effect and ±100 for the full control effect
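Neuro2A cells in DMEM with 0.5% FBS, overnight at 37 deg C, given compound at single 50 µM final, then IGF (6 nM final) for 20 min at 37 deg C. Lysed; phospho-Akt Ser473 by HTRF after 24 h, 665/615 ratio.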
aSyn rescue – alpha-synuclein toxicity inhibition in yeast; Yeast expressing alpha-synuclein, growth rescue, BacTiter-Glo, 24 h; Potency, µM (top dose mostly 46.1 µM), for inactives: at the top dose growth rescue (activation), hits mostly activators; 370,000 tested, 0.14% active; note: potency is the fitted concentration of half-maximal effect; % of control where 0% means no effect; nearly all actives have a fitted effect of over 65% in size
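Readout is rescue of growth in alpha-synuclein-expressing yeast, so inhibitors of toxicity appear as activators. Growth after 24 hr at 30 deg C in galactose medium is quantified by luminescence.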
GLP-1R inv ag – inverse agonists of human GLP-1 receptor; P43220; HEK293 GLP-1R CRE-luciferase, luminescence, 24 h; GLP-1R form is constitutively active; Potency, µM (top dose mostly 38.3 µM), without a hit: at the highest dose activity change, negative = inhibition, hits mostly inhibitors; 410,000 tested, 1.6% active; AID 624417; note: potency is the fitted concentration of half-maximal effect; % is set by controls: 0 for no effect and ±100 for the full control effect; nearly all actives have a fitted effect of over 55% in size
Target sequence (P43220 whole entry, looked up): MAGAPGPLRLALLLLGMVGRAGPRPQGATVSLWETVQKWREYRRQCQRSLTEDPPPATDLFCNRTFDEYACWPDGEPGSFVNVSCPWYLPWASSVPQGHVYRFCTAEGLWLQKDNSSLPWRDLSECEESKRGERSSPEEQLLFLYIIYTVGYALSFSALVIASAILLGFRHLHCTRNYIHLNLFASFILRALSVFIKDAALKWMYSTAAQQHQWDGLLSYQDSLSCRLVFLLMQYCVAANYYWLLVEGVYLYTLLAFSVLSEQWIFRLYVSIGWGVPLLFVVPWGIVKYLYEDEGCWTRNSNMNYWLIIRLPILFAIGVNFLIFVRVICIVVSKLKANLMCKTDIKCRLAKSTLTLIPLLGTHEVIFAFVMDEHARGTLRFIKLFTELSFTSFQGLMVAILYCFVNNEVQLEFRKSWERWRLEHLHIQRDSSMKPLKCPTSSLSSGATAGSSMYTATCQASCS
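Assay principle: reduced luminescence from a cAMP-responsive reporter in HEK293 cells co-expressing a constitutively active GLP-1R. Conditions: 24 hr compound incubation, 37 deg C, 5% CO2.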
MmCpn inh – M. maripaludis TRiC chaperonin inhibition; purified Mm-Cpn ATPase, ADP Transcreener TR-FRET; Potency, µM (top dose mostly 76.9 µM), inactives show at the top dose activity, negative = inhibition, hits mostly inhibitors; 330,000 tested, 0.031% active; AID 504842; note: potency is the fitted concentration of half-maximal effect; % is set by controls: 0 for no effect and ±100 for the full control effect; nearly all actives have a fitted effect of over 80% in size
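Compound-treated chaperonin, 25 nM final, turns over 10 uM ATP at 37°C for 30 min following a 10 min preincubation; ADP generated competes with ADP-d2 for Eu-cryptate antibody, lowering FRET.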
GLP1R cytotox – cytotoxicity in counter-screen for GLP-1R inverse agonists. HEK293 cAMP-luciferase reporter cells, luminescence, 24 h. 410,000 tested, 0.13% active. Potency, µM (series often up to 38.3 µM), without a hit: at the highest dose activity change, negative = inhibition, actives largely listed as inhibitors;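 note: loss of luciferase light is scored as toxicity; potency is the fitted concentration of half-maximal effect; % is set by controls: 0 for no effect and ±100 for the full control effect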
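Luminescence readout: signal drop marks cytotoxicity. Plated cells grew 12 h at 37 °C, 5% CO2, received 23 nL compound for 24 h, then got luciferase reagent, read after 12 min at RT.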
Abeta rescue – compounds reversing amyloid beta toxicity in yeast; yeast expressing A-beta42, growth rescue, OD600, 48 h; response scale: 0% DMSO, 100% iron-clioquinol control; Potency, µM (titrated, usually from 46.1 µM), for the others: at the highest dose growth rescue, actives largely listed as activators; 410,000 tested, 0.063% active; note: potency is the fitted concentration of half-maximal effect; nearly all actives have a fitted effect of over 55% in size
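Growth rescue measured by 600 nm absorbance after 48 h yeast culture at 30 C with compound. Values normalized between DMSO and an equimolar ferric chloride plus clioquinol control.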
TDP43 rescue – inhibitors of TDP-43 toxicity in yeast | Potency, µM (series often up to 46.1 µM), without a hit: at the top dose growth rescue (activation), usual class: activators | 410,000 tested, 1.8% active | TDP-43 expressing yeast growth rescue, BacTiter-Glo, 24 h; note: potency is the fitted concentration of half-maximal effect; % of control where 0% means no effect; nearly all actives have a fitted effect of over 50% in size
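Yeast expressing TDP-43 (pregrown in raffinose, seeded at OD600=0.02 in galactose medium) exposed to compounds 24 hr at 30 deg C. Growth read by BacTiter-Glo luminescence; rescue of toxicity appears as increased signal.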
FUS suppressor – rescues growth of FUS-expressing yeast; Potency, µM (titrated, usually from 76.6 µM), for inactives: top-dose growth rescue (activation), actives largely listed as activators; 390,000 tested, 0.24% active; S. cerevisiae FUS-expressing, growth rescue, OD600, 24 h;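 note: potency is the fitted concentration of half-maximal effect; plate controls were DMSO vehicle for no effect and reference control for full effect; nearly all actives have a fitted effect of over 55% in size; some results filed as inactive show a strong effect at the top dose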
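Yeast expressing FUS under galactose induction, OD 0.005 in 2% galactose medium; compounds in a dilution series, 24 h at 30C. Growth rescue by absorbance at 600 nm; CP55940 positive control, DMSO negative.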
* hit, by the source's call; i = inactive; ? = inconclusive; . = no result given; & = joins results of further samples; [ ] = dose if it differs, or a comment. Unless noted, calls come from the whole dose curve; as a rule, active = well fitted curve in the direction sought with a large enough effect; inconclusive = small, poorly fitted or top-dose-only effect, or another doubt; inactive = no such curve, though single readings can be large; an effect the other way counts as inactive or inconclusive. Not all compounds are listed (hit frequency here may not be typical).

SMILES	PTHR1 agonist	pAkt inh	aSyn rescue	GLP-1R inv ag	MmCpn inh	GLP1R cytotox	Abeta rescue	TDP43 rescue	FUS suppressor
CC(C)N(C(=O)Cn1cc(S(=O)(=O)CC(=O)Nc2ccccc2)c2ccccc21)C(C)C	13%	i	2%	-21%	4%	-9%	2%	-24%	?
C=Cn1cc[n+](CC(=O)c2ccc(OC)cc2)c1	i	i	-5%	-9%	-1%	-6%	9%	10%	12%
O=C(NC(=S)Nc1ccccc1N1CCOCC1)c1cccc([N+](=O)[O-])c1	-11%	i	1%	3.5µM*	-2%	?	-17%	0%	9%
COc1ccc(S(=O)(=O)NC2(C(F)(F)F)N=C(c3ccccc3)NC2=O)cc1 (stereo not drawn)	7%	i	-7%	20%	1%	-3%	0%	-12%	-17%
CCOC(=O)C1CCN(C(=O)C(C)Oc2ccc(Br)cc2)CC1 (stereo not drawn)	i	i	25%	-2%[7.66 µM]	2%	-4%[7.66 µM]	-22%	0%[9.22 µM]	9%
CC(C)(C)c1ccc(C(=O)NNC(=S)NC(=O)c2cccnc2)cc1	-3%	i	11µM*	?	-1%	-18%	-74%[inhibitor]	?	?
Cc1ccc(Nc2ncnc(N)n2)cc1C	-20%	i	-2%	18%	-2%	0%	-14%	-6%	-32%
CCOc1ccc(S(=O)(=O)Nc2nc3ccccc3nc2Nc2ccc(N3CCOCC3)cc2)cc1	-26%	i	14%	-39%	-2%	19%	-14%	8%	35%
O=C(N/N=C\c1ccc(-c2ccc([N+](=O)[O-])cc2)o1)c1ccc2c(c1)OCO2	-11%	i	8%	7%	2%	4%	-5%	12%	.
Cc1ccc(S(=O)(=O)n2cc(CO)c3ccccc32)cc1	-1%	i	?	?	.	4%	-5%	0%	14%

Pulled by compound from the list above (three):
SMILES	PTHR1 agonist	pAkt inh	aSyn rescue	GLP-1R inv ag	MmCpn inh	GLP1R cytotox	Abeta rescue	TDP43 rescue	FUS suppressor
CCOC(=O)C1CCN(C(=O)C(C)Oc2ccc(Br)cc2)CC1 (stereo not drawn)	i	i	25%	-2%[7.66 µM]	2%	-4%[7.66 µM]	-22%	0%[9.22 µM]	9%
O=C(NC(=S)Nc1ccccc1N1CCOCC1)c1cccc([N+](=O)[O-])c1	-11%	i	1%	3.5µM*	-2%	?	-17%	0%	9%
O=C(N/N=C\c1ccc(-c2ccc([N+](=O)[O-])cc2)o1)c1ccc2c(c1)OCO2	-11%	i	8%	7%	2%	4%	-5%	12%	.

The list continues.
SMILES	PTHR1 agonist	pAkt inh	aSyn rescue	GLP-1R inv ag	MmCpn inh	GLP1R cytotox	Abeta rescue	TDP43 rescue	FUS suppressor
CCC1(C)COC(C)(CC(=O)NNC(=O)Nc2ccccc2)OC1 (stereo not drawn)	-20%	i	-3%	2%	-3%	13%	2%	8%[9.22 µM]	4%
Cc1ccc(SCCN2CCN(CCc3ccccc3)CCC2=O)cc1	-5%	i	2%	-9%	2%	15%	-14%	-3%	-16%
CCOC(=O)c1c(NC(=O)C2CCCO2)sc2c1CCC2 (stereo not drawn)	-10%[57.5 µM]	i	3%	-22%	.	-3%	-20%	12%	20%
Nc1ccc(-n2nncc2-c2ccco2)cc1	i	i	-17%	3%	1%	4%	-5%	-15%	23%
COc1ccc(NC(=O)C(NC(=O)OC(C)(C)C)C(C)OCc2ccccc2)cc1 (stereo not drawn)	i	i	-1%	0%	-1%	-12%	-3%	14%	22%
CS(=O)(=O)N(CC(=O)N1CCCC1)Cc1ccc(F)cc1	i	i	3%	6%	2%	3%	-7%	-5%	-16%
COC(=O)c1c(C)cc(C)n2c1nc1ccccc12	i	i	0%	5%	-4%	16%	0%	15%	-27%
O/N=C1\CCSc2ccc(F)cc21	-64%[inhibitor]	i	8%	-2%	-1%	-18%	4%	13%	-10%
Cc1cc([N+](=O)[O-])ccc1NC(c1nnc(-c2ccccc2)o1)c1ccccc1F (stereo not drawn)	-17%	.	.	11%	.	-5%	-9%	0%	8%
O=C(COC(=O)/C=C/c1c(F)cccc1Cl)NCC1CCCO1 (stereo not drawn)	1%	i	-5%	13%	0%	11%	-18%	-9%	7%
C/C(=N\N=C(/N)c1nonc1N)c1ccc2c(c1)OCO2	-64%	i	0%	1%	-1%	3%	8%	15%	5%
CCOc1ccc2nc(NC(=O)c3nc(SCc4ccc(C)cc4)ncc3Cl)sc2c1	-25%	.	.	3%	.	1%	-8%	9%	40%
O=C(CSc1ncn[nH]1)Nc1ccccc1Sc1ccc(Cl)cc1	-17%[57.5 µM]	i	10%	?	-4%	-3%	-2%	-1%	31%
COc1cc(NC(=O)CCNC(=O)Cn2ccc3ccccc3c2=O)cc(OC)c1OC	-13%&-12%	i	-8%	15%&1%	3%	-2%&0%	-2%&1%	7%&16%	10%&-11%
O=C(Nc1ccc2c(c1)OCCO2)c1cc(-n2cnnc2)ccc1Cl	i	i	2%	-1%	2%	9%	-5%	5%	11%
CCOc1cc(C(=O)OCc2cc(=O)n3c(C)csc3n2)ccc1OC	-8%	i	?	67%[activator]	-3%	-19%	-11%	15%	27%
Cn1c(=O)c2c(nc(NCc3ccco3)n2C)n(C)c1=O	i	i	12%	29%	1%	3%	8%	-22%	-7%
CC(C)(C)NC(=O)c1ccccc1NC(=O)C1CC(=O)N(C2CCCCC2)C1 (stereo not drawn)	6%	i	-2%	0%	0%	4%	-12%	0%	28%
CC(C)(C)OC(=O)COc1cc(OCC(=O)OC(C)(C)C)c2c(=O)cc(-c3ccccc3)oc2c1	-26%[57.5 µM]	i	0%	?	0%	?	8%	18%	32µM*
Cc1ccccc1C1c2[nH]c3ccccc3c2C[C@H]2C(=O)N(C3CC3)CC(=O)N12 (stereo partly drawn)	i	i	7%	?	-1%	0%	6%	-5%	35%
Cc1ccc(C(OC(=O)c2ccco2)C(=O)NC(C)(C)C)cc1 (stereo not drawn)	-20%	i	9%	?	1%	-11%	36%	10%	19%
CN(c1ncnc2c1c(-c1ccccc1)cn2-c1cccc(Cl)c1)C1CCCCC1	-5%	.	.	-4%	.	0%	2%	4%	4%
Cc1cccc(NC(=O)c2cc(NC(=O)C3CCCCC3C(=O)O)ccc2N2CCOCC2)c1 (stereo not drawn)	i	i	-4%	0%	1%	-8%	-3%	7%	.
O=C(CSCc1ccccc1)Nc1ccc(S(=O)(=O)N2CCOCC2)cc1	i	i	5%	-5%	0%	4%	1%	8%	16%
CCO[C@H]1OC(C(=O)N2CCOCC2)=C[C@@H](c2ccc3c(c2)OCO3)[C@@H]1CCCO	-17%	i	6%	2%	.	5%	-3%	4%	-3%
CCOC(=O)Cn1nc(C)n(-c2ccc(F)cc2)c1=O	i	i	-3%	-3%	-2%	-1%	-10%	-22%	-22%
Cc1cc(NC(=O)Cc2cccs2)no1	i	i	7%	0%	-4%	-6%	2%	24%	42%
Cc1ccn2cc(C(=O)Nc3cccc(C(=O)NC4CC4)c3)nc2c1	-20%	i	1%	-3%	-1%	-10%	3%	8%	19%
CS(=O)(=O)c1ccc2nc(NC(=O)Nc3cccc(Cl)c3)sc2c1	-84%[inhibitor][57.5 µM]	.	2%	0%	2%	-25%	-11%	-22%	?
COCCn1c(SCC(=O)NC2CC2)nc2ccccc21	i	i	-1%	9%	2%	-4%	3%	12%	-1%
Cn1c(N)c(C(=O)COC(=O)C2Cc3ccccc3CN2S(C)(=O)=O)c(=O)n(C)c1=O (stereo not drawn)	-20%	i	-2%	6%	.	-9%	-11%	-4%	-15%
C=CCc1cc(/C=C/c2nc(O)c([N+](=O)[O-])c(=O)[nH]2)cc(OC)c1O	i	i	-5%	-3%[7.66 µM]	-8%	19%[7.66 µM]	-12%	-5%[9.22 µM]	?
O=[n+]1c2c(n([O-])c3cc(F)c(N4CCCC4)cc31)CCC2	i	i	-5%	18%	.	-11%	-27%	4%	.
CC1CN(C(NC(=O)C(C)(C)C)C(Cl)(Cl)Cl)CC(C)O1 (stereo not drawn)	i	i	-1%	1%	-1%	-4%	26%	0%	-6%
CC(C)c1nc(SCC(=O)N2CCCCC2)c2c(=O)n(C)c(=O)n(C)c2n1	-34%[inhibitor]	i	0%	-8%	.	1%	-6%	28%	0%
CC(=O)c1ccc(NC(=O)COc2ccccc2C(=O)Nc2ccccc2)cc1	-17%	i	1%&4%	-28%	-1%	-29%	11%	10%	.
O=C(Nc1cccc(C(F)(F)F)c1)c1csc(-c2ccncc2)n1	-43%[inhibitor]	i	-4%	3%	1%	4%	-61%[inhibitor]	-8%	11%
COc1ccc(NC(=O)C2CCCN(c3cc(C)nc4ncnn34)C2)cc1 (stereo not drawn)	i	i	-12%	92%[activator]	1%	6%	-18%	-12%	1%
CCCN(CCC)CCCNC(=O)c1cn(CCOC)c(=O)c2c1c1ccccc1n2C	-12%[57.5 µM]	i	0%	50%[activator]	2%	6%	-3%	-14%	19%
Cc1ccccc1C(=O)NNS(=O)(=O)c1ccc(F)cc1	-6%	i	2%	4%	.	-11%	-2%	3%	-36%
Cc1cccc(NC(=O)CSc2nccn2Cc2ccco2)c1C	i	i	3%	-25%	0%	8%	7%	8%	3%
COc1ccc(CCC(=O)NCCOc2ccc(Cl)cc2)cc1	-30%	i	2%	-20%	-1%	3%	8%	8.9µM*	7%
O=C(COC(=O)c1cc(F)c(F)cc1Cl)NC1CCCCCC1	-35%[inhibitor]	i	8%	-12%	.	-14%	-13%	3%	1%
O=C1NC(C(=O)O)=CC(c2cccc(Cl)c2Cl)N1 (stereo not drawn)	-19%	i	-2%	1%	1%	-5%	5%	14%	-25%

From PubChem
